# CHT allo act: allosteric activators of human choline transporter CHT; actives 0.49% (n = 310,000); B-score at 10 µM; CHT-expressing cells, membrane potential dye, choline EC20; active compounds read high; LV-AA mutant CHT in HEK293 cells;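 active = initial fluorescence not abnormally high and integrated response B-score, plate-corrected, over 3 SD above library mean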
# Target sequence (Q9GZV3 whole entry, looked up): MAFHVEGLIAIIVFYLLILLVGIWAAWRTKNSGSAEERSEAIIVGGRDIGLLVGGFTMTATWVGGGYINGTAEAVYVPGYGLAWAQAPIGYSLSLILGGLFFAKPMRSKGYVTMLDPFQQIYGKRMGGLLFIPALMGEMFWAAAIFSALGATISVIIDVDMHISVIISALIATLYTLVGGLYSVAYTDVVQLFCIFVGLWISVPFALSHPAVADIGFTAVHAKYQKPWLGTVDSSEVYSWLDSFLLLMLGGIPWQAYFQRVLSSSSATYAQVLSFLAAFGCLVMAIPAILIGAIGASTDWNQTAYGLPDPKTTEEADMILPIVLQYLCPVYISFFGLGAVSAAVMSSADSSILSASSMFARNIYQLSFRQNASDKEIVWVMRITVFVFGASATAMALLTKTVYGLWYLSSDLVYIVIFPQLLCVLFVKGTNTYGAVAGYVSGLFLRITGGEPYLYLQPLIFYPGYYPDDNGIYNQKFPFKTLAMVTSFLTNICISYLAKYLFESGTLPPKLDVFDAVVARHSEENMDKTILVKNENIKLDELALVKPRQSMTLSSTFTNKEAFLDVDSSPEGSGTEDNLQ
# OX1R antagonist: antagonists of human orexin 1 receptor | O43613 | CHO/OX1R cells, Fluo-8 calcium fluorescence, orexin A | inhibition, % at 5 µM | actives 0.43% (n = 330,000) | AID 434989;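 active = inhibition above its plate's threshold, mean inhibition of all tested compounds on the plate plus 3 SD, cut at about 37% in these data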;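 note: 0% = orexin A challenge wells and 100% = SB-334867-A antagonist wells; not every result past the cut was called active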
# Target sequence (O43613 whole entry, looked up): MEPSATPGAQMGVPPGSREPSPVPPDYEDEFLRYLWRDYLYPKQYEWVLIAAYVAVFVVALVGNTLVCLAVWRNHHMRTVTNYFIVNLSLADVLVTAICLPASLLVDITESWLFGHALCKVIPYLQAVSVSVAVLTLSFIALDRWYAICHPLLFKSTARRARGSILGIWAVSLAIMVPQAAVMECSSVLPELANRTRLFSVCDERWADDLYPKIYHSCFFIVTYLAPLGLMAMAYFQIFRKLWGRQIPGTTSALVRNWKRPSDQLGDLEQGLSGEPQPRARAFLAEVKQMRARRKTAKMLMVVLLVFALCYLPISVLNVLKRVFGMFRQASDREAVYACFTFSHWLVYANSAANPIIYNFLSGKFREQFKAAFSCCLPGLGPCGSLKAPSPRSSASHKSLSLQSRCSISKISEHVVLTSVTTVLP
# Numbers without * were called inactive; i = inactive; nt = no result given.
Structure	CHT allo act	OX1R antagonist
COc1cc2c(cc1OC)CN(Cc1cc(=O)oc3c(C)c(C)ccc13)CC2	i	-16
N/C(COc1ccc(F)cc1)=N\NC(=O)c1cccnc1Oc1ccccc1	i	-4
CCCCn1c(N)c(N(CC)C(=O)c2cc3c(s2)CCCCC3)c(=O)[nH]c1=O	i	-9
C/C(N)=C(/C#N)C(=O)CSc1nnc(SCc2ccc(Cl)cc2)s1	i	9
COc1ccc(OC)c(C2=C[N+](=O)C(C)(C)C(C)(C)N2[O-])c1	i	0
N#C/C(=C\c1ccc(O)cc1)c1nc2ccccc2o1	i	-4
CC1(CC(=O)NNC(=O)Nc2ccccc2)OCCCO1	i	-7
Cc1ccc(SCC(=O)NNC(=O)CNC(=O)c2ccccc2F)cc1	nt	-20
NC(=O)C1CC(=O)N(c2ccc(OCC(=O)Nc3ccc(Cl)cc3)cc2)C1 (stereo not drawn)	i	-6
Oc1ccc(Nc2nc(-c3cccs3)cs2)cc1	i	-11
O=C(c1ccc(CNc2c(N3CCCC3)c(=O)c2=O)cc1)N1CC=C(c2ccccc2)CC1	i	-25
O=C1NC(=Nc2cccnc2)S/C1=C\c1cccc(F)c1	i	-8

# (further entries)
Structure	CHT allo act	OX1R antagonist
COc1ccc(N2CCN(S(=O)(=O)/C=C/c3ccccc3)CC2)cc1	i	-6
Cc1ccc(NC(=O)CSc2n[nH]c(-c3ccncc3)n2)c(C)c1	i	-28
Cc1ccc(-c2nc3c(c(SCC(=O)N4CCOCC4)n2)Cc2c(CO)cnc(C)c2O3)cc1	i	-22
CC(=O)Oc1ccccc1/C=C/c1ccc2ccccc2[n+]1C	6.9*	-5
c1ccc2c(c1)nc(NCc1ccc3c(c1)OCO3)n2CCN1CCOCC1	i	-11
COCCSc1nnc(NC(=O)C2CC(=O)N(c3ccc(OC)cc3)C2)s1 (stereo not drawn)	i	1
C=CCNC(=O)C(=O)N/N=C/c1cccc(Br)c1	i	-1
COc1cccc(-c2nc(Oc3cccc(C)c3C)c3ccccc3n2)c1O	i	-13
COc1ccc(-c2csc(NC(=S)NC(=O)c3cccs3)n2)cc1Br	i	-8
COc1ccc(C2C(C(=O)NC(C)C)c3ccccc3C(=O)N2C)cc1OC (stereo not drawn)	i	-19
OCC(Cc1ccccc1)NCc1ccccc1C(F)(F)F (stereo not drawn)	i	-6
COc1cc(/C=C/C(=O)OCC(=O)N2CCCC2)ccc1OCC#N	nt	-25

# Additional results follow:
Structure	CHT allo act	OX1R antagonist
NC(=O)SCC(=O)Nc1ccccc1C(=O)O	i	15
CC(O)[C@H]1CN=C(N)N1CCCCC1CCCCC1 (stereo partly drawn)	i	-3
CCOC(=O)C1CCN(C(=O)CSc2cc(=O)n(CC)c3ccccc23)CC1	i	-22
Cc1cc(C(=O)OCC(=O)NC2CCC(C)CC2)c(C)o1 (stereo not drawn)	nt	-20
O=C(COC(=O)c1cc(=O)[nH]c2ccccc12)c1ccccc1	i	-5
COc1cc(-c2n[nH]c(=S)n2Cc2ccccc2)cc(OC)c1OC	i	nt
COc1ccccc1N1CCN(S(=O)(=O)c2cccc(F)c2)CC1	i	-28
N#C/C(=C(/O)c1ccc(Br)s1)c1nc2ccccc2[nH]1	i	-17
COC(=O)[C@H]1C[C@H]2[C@@H]3CC[C@H]4C[C@@H](OC)CC[C@]4(C)[C@H]3CC[C@]2(C)[C@@]2(CCCO2)O1	nt	-8
CCCCN(C(=O)C(C)N1C(=O)c2ccccc2C1=O)c1c(N)n(CCCC)c(=O)[nH]c1=O (stereo not drawn)	nt	16
CC(=O)NC1C(=O)N(CCN2CCOCC2)c2ccc(Cl)cc21 (stereo not drawn)	i	nt
COC(=O)[C@@H]1CC[C@H](C)[C@@H](c2ccc(C)cc2)N1C(=O)c1ccc(/C=N/O[C@H](C)c2cn([C@@H]3COC[C@H]3O)nn2)cc1	i	-32

# (list continues)
Structure	CHT allo act	OX1R antagonist
CN(CCOc1ccccc1)C(=O)c1cc([N+](=O)[O-])cc([N+](=O)[O-])c1	i	-13
Cc1ccc(NC(=O)CSCC(=O)N2CCN(C(=O)c3ccco3)CC2)cc1	nt	-18
Cc1c(Cl)cccc1-c1ccc(/C=N/n2cnnc2)o1	i	-8
CCc1cc(C(=O)NNC(=S)Nc2ccccc2C)cs1	i	-10
COc1cc(C(=O)NC2(C(F)(F)F)NC(=O)N(CCCc3ccccc3)C2=O)cc(OC)c1OC (stereo not drawn)	i	-2
COc1cc(C2C=C(C34CC5CC(CC(C5)C3)C4)NC(=S)N2)cc(OC)c1OC (stereo not drawn)	i	-15
CCCc1cc(C(=O)N2CCCC(N3CCN(c4ccc(F)cc4)CC3)C2)no1 (stereo not drawn)	i	-36
O=C(NCc1nc(-c2ccccc2)no1)c1ccc2c(c1)OCO2	i	-7
Cc1cc(S(=O)(=O)Nc2ccc3c(c2)COC3=O)ccc1F	i	-10
Cc1ccc(CNS(=O)(=O)c2ccc3c(c2)NC(=O)CO3)cc1	i	1
Cc1cc(C)cc(SCc2noc(C(=O)NCCN(C)C)c2C(=O)NCCN(C)C)c1	i	-11
Cc1ccccc1N/C(SCc1cccc(Br)c1)=C(/C#N)C(N)=O	i	-22

# Following part.
Structure	CHT allo act	OX1R antagonist
O=C(C[n+]1cccc2ccccc21)c1ccc([N+](=O)[O-])cc1	i	-11
CCOc1ccc(-c2nnn(CC(=O)Nc3cccc(OC)c3)n2)cc1OCC	i	-26
COc1cc(C)ccc1OCCOCCOc1ccc([N+](=O)[O-])cc1	i	-34
O=C1N[C@H](Cc2ccccc2)COC(=O)[C@H](Cc2ccc(F)cc2)C/C=C\C[C@@H]1CC(=O)N(CCO)Cc1ccccc1	nt	-3
CCN1CCN(c2cc(C)c3cc(NC(=O)CCC(=O)N4CCN(c5ccccc5)CC4)ccc3n2)CC1	i	-1
COc1ccc([C@@H](OC)[C@@]2(Cc3ccc(O)cc3)N=C(N)N(C)C2=O)cc1	nt	-8
N#CCCn1nnc2ccccc21	i	-4
COc1ccc(CNC(=O)CN(Cc2ccccc2Cl)C(=O)c2csnn2)cc1	i	-18
CCC1=C(OC(=O)N(CC)CC)N2C(=O)OC(=NCCc3c[nH]c4ccccc34)[C@]2(Cc2ccccc2)[C@H]2C1=CC[C@H]1C(=O)N(CC(=O)OC)C(=O)[C@H]12	i	-43
COc1ccc(C(=O)Nc2cc3c(oc2=O)CCCC3=O)cc1	i	-12
COc1ccc(/C=C/C(=O)OCC(=O)Nc2ccc(Cl)c(S(=O)(=O)N(C)C)c2)cc1OC	i	-8
O=C1CC(N2CCN(c3nc4ccccc4s3)CC2)C(=O)N1Cc1cccs1 (stereo not drawn)	i	-26

# (further entries)
Structure	CHT allo act	OX1R antagonist
CN(C)/C=N/C1=C(C#N)C(c2ccc(Br)cc2)c2ccc3ccccc3c2O1 (stereo not drawn)	i	-33
CCCOc1ccc(/C=N/NC(=O)c2nnn(-c3nonc3N)c2-c2cccs2)cc1OC	i	0
COCCNC(=O)C(=O)NNS(=O)(=O)c1ccc2ccccc2c1	i	-18
Cc1ccc(NC(CC(=O)c2ccccc2)C(=O)O)cc1Cl (stereo not drawn)	i	-11
NC(=O)Cn1c2[n+](c3ccccc31)CC(O)CS2 (stereo not drawn)	i	-25
CCCC(C)C(=O)Nc1ccc(NC(C)=O)cc1 (stereo not drawn)	i	-6
CCC(c1nnnn1Cc1ccco1)N1CCC(C(N)=O)CC1 (stereo not drawn)	i	-8
CCOc1ccc(C(=O)NCCCN(CC)CC)cc1	i	2
Cc1ccc(S(=O)(=O)N2CCCN(S(=O)(=O)c3ccc4c(c3)OCCO4)CC2)cc1	i	2
CCOC(=O)CNC(=O)CNC(=O)c1ccc(OC(C)C)cc1	i	-9
CCN(CC)c1ccc(NC(=O)c2nc3nc(C)cc(C(F)F)n3n2)cc1	i	-1
C#CCOCCOCCOCCNc1nc(N2CCOCC2)nc(N2CCN(C(=O)[C@H]([C@@H](C)CC)n3cc([C@@H](N)CO)nn3)CC2)n1	i	2

# An excerpt of these results, with values under each structure.
# The line under a structure holds: CHT allo act, OX1R antagonist
CN(C)/C=N/C1=C(C#N)C(c2ccc(Br)cc2)c2ccc3ccccc3c2O1 (stereo not drawn)
→ i, -33
CCCOc1ccc(/C=N/NC(=O)c2nnn(-c3nonc3N)c2-c2cccs2)cc1OC
→ i, 0
COCCNC(=O)C(=O)NNS(=O)(=O)c1ccc2ccccc2c1
→ i, -18

# (cont.)
Structure	CHT allo act	OX1R antagonist
COc1cccc(NC(=O)CN(C)C(=O)c2ccc(N3CCCCC3)c([N+](=O)[O-])c2)c1	nt	-31
CSc1ccc(CNCCN2CCOCC2)cc1	i	0
CC(=O)c1c(C)[nH]c(C(=O)OCC(=O)NNC(=O)c2ccc([N+](=O)[O-])cc2)c1C	nt	-13
COc1cccc(-c2csc(N3CCN(C(=S)Nc4cccc(Cl)c4)CC3)n2)c1	i	-22
Cc1nn(CCCC(=O)NCc2ccc(Cl)cc2)c(C)c1[N+](=O)[O-]	i	-28
COc1ccccc1N(C)S(=O)(=O)c1ccc(C(=O)Nc2ccncc2)cc1	i	-17
Cc1cccc(Cn2cc3c(=O)n(Cc4cccc(F)c4)nc-3c3ccccc32)c1	i	-14
COc1ccc(NC(=O)CN2C(=O)NC(C)(c3ccc4c(c3)OCO4)C2=O)cc1S(N)(=O)=O (stereo not drawn)	nt	-3
Cc1cc(NC(=O)CSCc2ccccc2C)no1	i	-10
CN=Cc1sc2ccccc2c1O	i	-9
O=c1c(Cl)c(N2CCOCC2)cnn1-c1nc2ccccc2[nH]1	i	-11
CCOC(=O)C1CN(S(C)(=O)=O)c2cc(CC(=O)OC)ccc2O1 (stereo not drawn)	i	2

# (more compounds)
Structure	CHT allo act	OX1R antagonist
CCOc1ccccc1NC(=O)C(=O)N/N=C/c1cc(Br)ccc1O	i	-29
COCCN(C(=O)CC1CCCC1)c1c(N)n(CC(C)C)c(=O)[nH]c1=O	nt	-12
Cc1nc2ccccc2c(=O)n1NC(=O)/C=C/c1ccccc1	i	-25
O=C(Nc1ccnc(-c2cccnc2)n1)c1ccc(F)cc1	i	-8
Cc1cc(C)n2nc(-c3ccc(Cl)cc3)cc2n1	i	-10
CC(=O)c1nn(-c2cccc(C(F)(F)F)c2)c(=O)[nH]c1=O	i	5
CC(C)(C#N)NC(=O)c1ccco1	i	-5
O=C(Nc1ccc(S(=O)(=O)NCc2cccnc2)cc1)c1ccco1	i	-16
Cc1ccc(SCCNC(=O)c2ccc(C)c(S(=O)(=O)Nc3cccc(C)c3)c2)cc1	i	30
Fc1ccc(-c2cc(C(F)(F)F)nc(NCc3cccs3)n2)cc1	i	-26
COCCNC(=O)C1CC2Cn3c(nc4ccccc43)C2N1C (stereo not drawn)	i	-4
COc1ccc(N2C(=O)CC(NNc3nc4ccccc4s3)C2=O)cc1 (stereo not drawn)	i	-17

# Random excerpt: five records from the list, in no set order.
Structure	CHT allo act	OX1R antagonist
O=C(Nc1ccc(S(=O)(=O)NCc2cccnc2)cc1)c1ccco1	i	-16
COc1ccc(N2C(=O)CC(NNc3nc4ccccc4s3)C2=O)cc1 (stereo not drawn)	i	-17
O=C(Nc1ccnc(-c2cccnc2)n1)c1ccc(F)cc1	i	-8
COCCNC(=O)C1CC2Cn3c(nc4ccccc43)C2N1C (stereo not drawn)	i	-4
Fc1ccc(-c2cc(C(F)(F)F)nc(NCc3cccs3)n2)cc1	i	-26

# (listing goes on)
Structure	CHT allo act	OX1R antagonist
COc1cc(OC)cc(C(=O)NNC(=O)c2ccc(S(=O)(=O)N3CC(C)OC(C)C3)cc2)c1 (stereo not drawn)	i	-5
COC(=O)CC/C(O)=C1/C(=N)CC(C)(C)CC1=O	i	-11
CCOc1ccc(NC(=O)COc2ccc(C(=O)NCc3cccnc3)cc2OC)cc1	i	-29
CC1CCN(C(=O)CCCOc2ccc(Cl)cc2)CC1	i	-17
Brc1ccc([C@H]2CN3CCSC3=N2)cc1	i	-18
Cc1nc2ncccn2c1-c1csc(NCc2ccco2)n1	i	-4
CCN1C(=O)[C@H]2[C@@H](c3ccc(C)cc3)N3C(=O)N(c4cccc(F)c4)C(=O)[C@@]3(CC)[C@H]2C1=O	i	-23
Brc1cc(Br)c2ncnc(N3CCCCC3)c2c1	i	-25
CCn1cc(C(=O)N2CCN(c3ccccn3)CC2)c(=O)c2cc(S(=O)(=O)N3CCC(C)CC3)ccc21	i	-28
C=CCc1ccc(O)c(-c2cc(CC=C)ccc2O)c1	i	47*
Cc1ccc(-n2c(C)cc(/C=C3/SC(=O)N(CC(=O)N4CCOCC4)C3=O)c2C)nc1	i	-14
O=C(CSc1nccc(=O)[nH]1)Nc1ccc(F)c([N+](=O)[O-])c1	i	-5

# (more compounds)
Structure	CHT allo act	OX1R antagonist
COc1cc(C2C(C#N)=C(N)Oc3n[nH]c(-c4ccccn4)c32)cc(OC)c1OC (stereo not drawn)	i	-11
CN(CCO)c1ccc(/C=N/Nc2nncc3ccccc23)cc1	i	-13
O=C(COC(=O)c1cnc(Cl)c(Cl)c1)c1ccc(F)cc1	nt	-1
CC(C)C[C@H](NC(=O)c1ccc(OC2CCN(C(=O)C3CC3)CC2)cc1)C(N)=O	i	-14
Cc1cc(C(=O)Nc2c(C)cccc2C)n(-c2ccccc2)n1	i	-9
O=C(CN1C(=O)C2(OCCO2)c2ccccc21)c1ccc(Br)cc1	i	-15
COc1cc(NC(=S)NCCO)c(OC)cc1Cl	i	-17
COc1ccc(O)c(/C=N/NC(=O)c2ccc(N3CCCC3=O)cc2)c1	i	-4
COc1ccc(Br)cc1CNC(=O)Cn1nc(C)n2cccc2c1=O	i	-20
CCN1CCN(C(=O)C2CCC(CNS(=O)(=O)c3ccc(NC(C)=O)cc3)CC2)CC1 (stereo not drawn)	i	-6

# Screening data deposited in PubChem BioAssay by several laboratories.
